LmPK inh = LmPK (Leishmania mexicana) enzyme inhibition | purified LmPK, Kinase-Glo ATP luminescence, 1 h | Q27686 | Potency, µM (series often up to 57.5 µM), for inactives: at the highest dose activity change, negative = inhibition, most hits filed as inhibitors | AID 1721 | 290,000 tested, 0.37% active; further: potency means the concentration at half of the fitted maximal effect
Target sequence (Q27686 whole entry, looked up): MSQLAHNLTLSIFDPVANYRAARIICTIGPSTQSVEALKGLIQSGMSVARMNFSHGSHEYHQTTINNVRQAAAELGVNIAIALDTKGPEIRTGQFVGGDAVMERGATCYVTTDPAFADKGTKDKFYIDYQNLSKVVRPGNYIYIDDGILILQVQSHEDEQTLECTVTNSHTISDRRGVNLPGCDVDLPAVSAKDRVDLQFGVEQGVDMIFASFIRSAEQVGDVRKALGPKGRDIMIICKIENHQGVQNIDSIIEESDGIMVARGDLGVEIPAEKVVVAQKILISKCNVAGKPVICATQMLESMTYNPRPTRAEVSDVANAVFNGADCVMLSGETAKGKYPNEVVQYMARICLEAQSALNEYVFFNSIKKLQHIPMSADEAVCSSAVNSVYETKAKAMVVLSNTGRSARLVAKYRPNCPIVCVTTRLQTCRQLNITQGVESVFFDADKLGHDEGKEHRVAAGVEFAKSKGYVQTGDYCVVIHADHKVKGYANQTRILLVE
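Purified LmPK (0.1 nM) converted ADP (0.1 mM) to ATP with PEP (0.5 mM) in imidazole buffer pH 7.2 with KCl and MgCl2, 1 h at room temperature. ATP was read by Kinase-Glo luminescence; data normalized to uninhibited and no-enzyme controls.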
AMA1-RON2 inh = inhibitors of Plasmodium falciparum AMA1-RON2 interaction. 360,000 tested, 0.2% active. AID 720542. AlphaScreen AMA1-biotinylated RON2 peptide binding. Potency, µM (titrated, usually from 58.2 µM), for the others: at the top dose activity change, negative = inhibition, hits mostly inhibitors;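 further: potency means the concentration at half of the fitted maximal effect; 0% = vehicle wells and -100% = peptide control; nearly all actives have a fitted effect of over 45% in size; some results filed as inactive show a strong effect at the top dose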
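AMA1 (3D7) with his tag at 25 nM final met compounds first, then biotinylated RON2 peptide at 25 nM; detection used donor plus acceptor beads, 10 µg/mL apiece, read by AlphaScreen after 30 min at room temperature.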
HCMV antiviral = blocks human cytomegalovirus replication; HFF cells, HCMV-luciferase reporter, 72 h; hits give low values; activity change, negative = inhibition, % at 57.5 µM; AID 1259415; 410,000 tested, 4.5% active; in the data active means activity change below about -60%; inconclusive means no clear call, values can overlap the other calls; inactive means above about -39%
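Steps: HFFs plated, 16 h 37C; compounds added; HCMV-luciferase added to MOI 1 PFU/cell; 72 h 37C; OneGlo reagent, 5 min room temperature; luminescence read, normalized to controls.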
AmpC detergent = blocks E. coli AmpC beta-lactamase in detergent assay | Potency, µM (highest dose often 114 µM), for inactives: at the top dose activity change, negative = inhibition, actives largely listed as inhibitors | P00811 | 370,000 tested, 0.041% active | AmpC hydrolysis of nitrocefin, absorbance 480 nm, 0.01% Triton;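 further: potency means the concentration at half of the fitted maximal effect; 0% = no-compound wells and -100% = no-enzyme wells; nearly all actives have a fitted effect of over 25% in size; some results filed as inactive show a strong effect at the top dose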
Target sequence (P00811 whole entry, looked up): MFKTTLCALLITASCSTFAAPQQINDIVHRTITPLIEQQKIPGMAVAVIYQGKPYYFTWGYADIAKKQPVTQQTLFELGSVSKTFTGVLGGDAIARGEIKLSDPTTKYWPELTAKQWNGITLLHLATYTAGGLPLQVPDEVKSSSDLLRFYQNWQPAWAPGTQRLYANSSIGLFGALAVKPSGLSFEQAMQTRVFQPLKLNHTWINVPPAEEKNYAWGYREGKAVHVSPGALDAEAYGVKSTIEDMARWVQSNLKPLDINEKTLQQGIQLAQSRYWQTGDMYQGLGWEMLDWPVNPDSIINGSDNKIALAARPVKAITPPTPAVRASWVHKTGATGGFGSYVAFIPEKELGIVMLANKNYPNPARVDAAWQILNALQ
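20 mM phosphate pH 7.0 + 0.01% (detergent screen) or 0.0001% Triton X-100; 5.3 nM AmpC reagent; cpd preinc 15 min RT; nitrocefin (800 uM stock) to start; A480 q20 s × 4 min; Activity was normalised to no-enzyme and no-compound control wells.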
TbPYK inhibitor = T. brucei pyruvate kinase inhibition | Q57TT1 | TbPYK enzyme, Kinase-Glo Plus ATP luminescence, 45 min | AID 624173 | Potency, µM (top dose mostly 76.8 µM), for inactives: at the highest dose activity, negative = inhibition, actives largely listed as inhibitors | 410,000 tested, 0.12% active; further: potency means the concentration at half of the fitted maximal effect; nearly all actives have a fitted effect of over 50% in size
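In this concentration-response screen, enzyme-free wells defined baseline while DMSO plates tracked drift. Each reaction combined TbPYK, substrate, compound and 130 uM ADP for 45 min at room temperature. Kinase-Glo Plus luminescence gave the signal.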
HCV inhibitor = inhibitors of hepatitis C virus infection; Huh7.5.1 HCVcc-Cre infection, luciferase reporter, 44 h; Potency, µM (titrated, usually from 41.8 µM), inactives show at the top dose activity change, negative = inhibition, hits mostly inhibitors; 340,000 tested, 3.4% active; AID 651820; further: potency means the concentration at half of the fitted maximal effect
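Cells seeded at 1,000/well and cultured 4 h, then compounds added followed by HCVcc-Cre virus (~0.5 moi). After 44 h further culture, luciferase substrate was added, plates held 15 min at room temperature, and luminescence read for 15 sec.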
AmpC no deterg = inhibitors of E. coli AmpC beta-lactamase without detergent; Potency, µM (titrated, usually from 57.1 µM), inactives show top-dose activity change, negative = inhibition, actives largely listed as inhibitors; AID 485341; AmpC nitrocefin hydrolysis, absorbance 480 nm, 0.0001% Triton; 330,000 tested, 0.52% active;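 further: potency means the concentration at half of the fitted maximal effect; plate controls were no compound for no effect and no enzyme for full effect; nearly all actives have a fitted effect of over 20% in size; some results filed as inactive show a strong effect at the top dose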
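AmpC (5.3 nM in the dispensed reagent) in 20 mM phosphate pH 7.0 with 0.01% (detergent screen) or 0.0001% Triton X-100 was preincubated with compounds for 15 min at room temperature. Nitrocefin was then added from an 800 uM solution, and hydrolysis was followed at 480 nm.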
An asterisk follows results filed as active; u = inconclusive; x = not tested or not shown; & = joins results of further samples; [ ] = another dose, or the depositor's remark. Unless noted, the call rests on the fitted dose curve; in most records, active means well fitted curve in the direction sought with a large enough effect; inconclusive means small, poorly fitted or top-dose-only effect, or another doubt; inactive means no such curve, though single readings can be large; an effect the other way counts as inactive or inconclusive. Unless noted, on the % scale 0 is the no-effect control and ±100 the full control effect.

SMILES	LmPK inh	AMA1-RON2 inh	HCMV antiviral	AmpC detergent	TbPYK inhibitor	HCV inhibitor	AmpC no deterg
CCCCN(C(=O)CCC(=O)Nc1cc(C)on1)C(C(=O)NC1CCCC1)c1ccccc1C (stereo unspecified)	-1%	-3%	-24	-16%	-3%	-3%	11%
COc1cc2c(cc1NC(=S)Nc1cccc3ccccc13)oc1ccccc12	6%	-19%	26	-11%	-9%	2.5µM*	-27%
CCC(=O)c1ccc(OCC(O)CN2CCN(c3ccccn3)CC2)cc1 (stereo unspecified)	1%	-5%	35	-9%	0%	-17%	20%
O=C(CN1C(=O)C2C3C=CC(C3)C2C1=O)Nc1ccc(F)cc1 (stereo unspecified)	-2%	12%	-38	-1%	1%	19%	-18%
CCOc1ccc2oc(C(=O)NCC3CCCO3)c(C)c2c1 (stereo unspecified)	0%	1%	u	-10%	4%	-7%	2%
O=C(/C=C/c1ccccc1)N1CCN(c2c(Cl)cccc2[N+](=O)[O-])CC1	-1%	-16%	-37	-2%	3%	0%	0%
CCc1c(O)nc(SCC(=O)Nc2ccccc2)n(C(C)CC)c1=O (stereo unspecified)	0%	0%	-30	-2%	3%	5%	-53%
O=C(O)c1cccc2c1Cc1cc([N+](=O)[O-])ccc1-2	x	-22%	-97*	x	5%	5%	x
Cc1cccc(OCc2nc(-c3ccc(-n4cccc4)cc3)no2)c1	3%	12%	47	0%	-3%	6%	-10%
COc1ccc(NC(=S)Nc2ccccc2OC)c(OC)c1	3%	-1%	-20	1%	5%	-12%	4%
O=[N+]([O-])c1cc2c(cc1/C=N/Nc1nc(N3CCCC3)nc(N3CCCC3)n1)OCO2	-1%	-2%	-22	2%	-1%	u	-8%
CC1(C)N=C(c2ccccc2)C(c2ccccc2)=N1	x	7%	-9	x	-1%	-5%	x
CCN(CC)S(=O)(=O)c1ccc(N2CCOCC2)c(NC(=O)c2cnccn2)c1	1%	11%	u	1%	4%	-28%	60%[activator]
ClCC1CN(Cc2ccccc2Cl)CCO1 (stereo unspecified)	11%	0%	47	0%	-1%	15%	-5%
Cc1coc2cc3oc(=O)c(Cc4ccccc4)c(C)c3cc12	-1%	-1%	-17	-2%	2%	-29%	-24%
Cc1ccc(NC(=O)CCn2cnc3onc(-c4ccc(F)cc4)c3c2=O)c(Br)c1	x	x	0	24%	3%	x	x
COc1ccc(-c2cc(-c3ccco3)[nH]c(=O)c2C#N)cc1OC	4%	3%	14	-1%	3%	-3%	-54%
Cc1c(C#N)c2ncn(CCCN(C)C)c(=O)c2n1-c1ccccc1	-1%	-1%	-1	0%	-8%	-19%	-5%
CC1CCN(C(=O)CNC(=O)CNC(=O)Cc2ccccc2)CC1	-2%	11%	-5	6%	-3%	10%	-13%
CCOC(=O)c1[nH]c(C)c(/C(O)=C2\C(=O)C(=O)N(CCN3CCOCC3)C2c2cccs2)c1C (stereo unspecified)	-1%	14%	15	-4%	x	9%	-5%
CC12CCC(C(=O)NNC(=O)c3ccc(Br)cc3)(OC1=O)C2(C)C (stereo unspecified)	3%	-11%	23	3%	-1%	-3%	-38%
CN(CC(=O)Nc1ccc(F)c(F)c1F)C(=O)C1CC(=O)N(C2CCCC2)C1 (stereo unspecified)	x	-11%	-6	7%	-3%	8%	-3%
Cc1nnc(SCc2cccs2)[nH]c1=O	-2%	6%	16	-2%	-1%	2%&-12%	-13%
CC[C@]12c3[nH]c4cc(-c5ccco5)ccc4c3CCN1C(=O)[C@@H](CC(=O)NCc1cccc(C(F)(F)F)c1)C[C@@H]2C(=O)N1CCN(C(=O)C2CC2)CC1	x	-27%	-4	x	-6%	u	211%[activator]
CCN1CC2(COC(=O)c3ccccc3N)CCC(OC)C34C5CC6C(OC)CC(O)(C5C6OC)C(O)(C(OC)C23)C14 (stereo unspecified)	2%	2%	x	u	2%	15%	139%[activator]
CCN1C(=O)c2cccc3c(S(=O)(=O)Nc4ncccc4C)ccc1c23	5%	30%	55	1%	0%	-26%	-42%
COc1ccc(CCn2c(NN=C(C)C)nc3c2c(=O)[nH]c(=O)n3C)cc1	-4%	107%[activator]	-35	-13%	4%	1%	-2%
O=C(NCC(=O)N1CCN(C/C=C/c2ccccc2)CC1)c1ccc(OC(F)F)cc1	x	60%[activator]	-3	5%	2%	u	144%[activator]
Cc1ccc(NC(=O)c2oc3ccccc3c2NC(=O)C2CCCO2)cc1C (stereo unspecified)	0%	-10%	-82*	-6%	1%	u	-41%
O=C(O)/C=C/c1cn(-c2ccccc2)nc1-c1cccc([N+](=O)[O-])c1	5%	-6%	-19	2%	0%	18%	-23%
Cc1ccc(C(O)c2ncc(-c3ccccc3Cl)[nH]2)c(C)c1 (stereo unspecified)	x	-16%	-2	x	-1%	x	x
NC(=O)Cc1nc(-c2ccccc2)cs1	-1%	12%[2.32 µM]	-22	u	-2%	14%	-7%
Cc1cccc(NC(=O)Oc2ccc(Cl)c3cccnc23)c1	x	0%	174	x	-3%	x	x
CSc1nc(=S)n(-c2cc(C)ccc2C)c(C)c1C(C)=O	6%	-12%	x	-4%	-8%	40%[activator]	-15%
COc1ccc(-c2csc(NC(=O)Cc3ccccc3F)n2)c(OC)c1	-2%	-21%	-14	2%	-2%	u	-35%
CCN(CC)S(=O)(=O)c1ccc(Cl)c(NC(=O)c2ccc(C#N)cc2)c1	3%	-4%	u	u	-7%	u	-29%
COc1ccccc1N(C(=O)c1ccco1)C(C(=O)NC1CCCCC1)c1cc(OC)c(OC)c(OC)c1 (stereo unspecified)	-4%	-7%	-32	-5%	3%	27%	100%[activator]
COc1ccc(-c2cc(C(=O)NCc3ccco3)c3ccccc3n2)cc1OC	x	-2%	20	x	-8%	u	x
CCc1ccccc1NC(=O)N1CCN(c2cc(-c3noc(C)n3)ccc2C)CC1	x	x	4	3%	1%	x	x
COc1ccc(C(=O)CSc2nnc(NC(=O)C3CC(=O)N(c4cccc(OC)c4)C3)s2)cc1 (stereo unspecified)	1%	-2%	80	-20%	-9%	24%	-17%
Cc1csc(NC(=O)c2ccc3nc[nH]c3c2)n1	-3%	9%	140	-5%	-4%	-10%	-17%
O=C(Nc1ccc(Cl)c([N+](=O)[O-])c1)c1ccco1	0%	-6%	-17	-7%	-5%	-12%	-19%
CC1(C)CC(NC(=O)C2CCC(=O)N(C3CC3)C2)CC(C)(C)C1 (stereo unspecified)	1%	-3%	23	0%	-2%	22%	23%
Nc1ncc(Br)cc1S(=O)(=O)N1CCCCCC1	6%	-8%	u	-4%	-3%	7%	-45%
COc1cc(OC)cc(-c2nnc(Nc3nc4c(F)cccc4s3)o2)c1	3%	96%[activator]	-37	-10%	4%	-35%	-1%
CC1CN(CCOc2ccccc2-c2ccccc2)CC(C)O1 (stereo unspecified)	-1%	-20%	21	-1%	-7%	8%	115%[activator]
COc1ccc(NC(=O)CCCc2nc(-c3ccco3)no2)c(OC)c1	x	x	-14	16%	2%	x	x
O=C(CC(=O)Nc1ccccc1[N+](=O)[O-])Nc1ccccc1[N+](=O)[O-]	-1%	-4%	-65*	0%	4%	-4%	-45%

10 entries from above in a different format.
Sequence of screens – LmPK inh | AMA1-RON2 inh | HCMV antiviral | AmpC detergent | TbPYK inhibitor | HCV inhibitor | AmpC no deterg
> CCc1ccccc1NC(=O)N1CCN(c2cc(-c3noc(C)n3)ccc2C)CC1
    x | x | 4 | 3% | 1% | x | x
> COc1ccc(C(=O)CSc2nnc(NC(=O)C3CC(=O)N(c4cccc(OC)c4)C3)s2)cc1 (stereo unspecified)
    1% | -2% | 80 | -20% | -9% | 24% | -17%
> Cc1csc(NC(=O)c2ccc3nc[nH]c3c2)n1
    -3% | 9% | 140 | -5% | -4% | -10% | -17%
> O=C(Nc1ccc(Cl)c([N+](=O)[O-])c1)c1ccco1
    0% | -6% | -17 | -7% | -5% | -12% | -19%
> CC1(C)CC(NC(=O)C2CCC(=O)N(C3CC3)C2)CC(C)(C)C1 (stereo unspecified)
    1% | -3% | 23 | 0% | -2% | 22% | 23%
> Nc1ncc(Br)cc1S(=O)(=O)N1CCCCCC1
    6% | -8% | u | -4% | -3% | 7% | -45%
> COc1cc(OC)cc(-c2nnc(Nc3nc4c(F)cccc4s3)o2)c1
    3% | 96%[activator] | -37 | -10% | 4% | -35% | -1%
> CC1CN(CCOc2ccccc2-c2ccccc2)CC(C)O1 (stereo unspecified)
    -1% | -20% | 21 | -1% | -7% | 8% | 115%[activator]
> COc1ccc(NC(=O)CCCc2nc(-c3ccco3)no2)c(OC)c1
    x | x | -14 | 16% | 2% | x | x
> O=C(CC(=O)Nc1ccccc1[N+](=O)[O-])Nc1ccccc1[N+](=O)[O-]
    -1% | -4% | -65* | 0% | 4% | -4% | -45%

Following part
SMILES	LmPK inh	AMA1-RON2 inh	HCMV antiviral	AmpC detergent	TbPYK inhibitor	HCV inhibitor	AmpC no deterg
CC1(C)C(=O)Nc2ccccc2N1C(=O)COC(=O)COc1cccc(C(F)(F)F)c1	x	13%	0	-13%	-3%	1%[8.37 µM]	-5%
C=CCOc1ccc2cccc(/C=N/NC(=O)c3cc4cc([N+](=O)[O-])ccc4s3)c2c1	3%	30%[activator]	u	7%	-1%	-17%	-18%
CCOC(=O)N1CCC(NC(=O)CCC(=O)N2CC(C)Oc3ccc(Cl)cc32)CC1 (stereo unspecified)	4%	4%	-5	-10%	10%	-5%&-4%	183%[activator]
O=C(CCC1CCCN(Cc2ccncc2)C1)NCc1ccc(F)c(F)c1 (stereo unspecified)	3%	-3%	-34	-6%	0%	6%	25%
Cc1ccc(SCc2nc(-c3ccc(C(=O)NCCc4ccc(Cl)cc4)cc3)oc2C)cc1	x	x	6	19%	1%	x	x
CCN(CC)CCN(C(=O)C1=COCCO1)c1nc2cc3c(cc2s1)OCO3	-1%	-3%	0	7%	2%	2%	-11%
Cc1cccc(C2c3[nH]c4ccccc4c3CCN2C(=O)c2ocnc2C)n1 (stereo unspecified)	-4%	-19%	24	-2%	-9%	-5%	47%
CC1=C(C(=O)Nc2ccccc2)C(c2ccc(O)cc2)n2nc(SCc3ccccc3)nc2N1 (stereo unspecified)	x	x	-7	5%	1%	x	x

Rows are unselected; about 7.5% have a hit in one of these screens.
